Bioassay records as filed in PubChem BioAssay.
SSB-PriA inh – inhibitors of Klebsiella pneumoniae PriA binding to SSB C-terminal tail, primary screen, biochemical, AlphaScreen. 430,000 tested, 0.6% active. inhibition, % at 33 µM. AlphaScreen SSBct-PriA binding, biotinylated peptide; in the data active means inhibition mostly above about 37%, no sharp cut-off; inactive means mostly below about 20%;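 further: plate controls were negative control peptide for no effect and reference peptide for full effect; strong numbers were not always called active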
Numbers without * were called inactive; & = joins results of further samples. This is a subset. The share of hits here may be higher or lower than overall.

A first look:
SMILES | SSB-PriA inh
CCOc1ccc(S(=O)(=O)NCCNC(=O)c2ccc(NC(=O)C(C)(C)C)cc2)cc1 | -26.0
CC(C)CCN1C(=O)CCc2cc(NS(=O)(=O)c3ccccc3Br)ccc21 | -7.0

All compounds of this part, from the first entry:
SMILES | SSB-PriA inh
CCOc1ccc(S(=O)(=O)NCCNC(=O)c2ccc(NC(=O)C(C)(C)C)cc2)cc1 | -26.0
CC(C)CCN1C(=O)CCc2cc(NS(=O)(=O)c3ccccc3Br)ccc21 | -7.0
O=C(Nc1ccc(SCC(=O)N2CCc3ccccc32)nn1)c1ccccc1 | -9.0
Brc1ccc(-c2csc(N=CN3CCCC3)n2)cc1 | 1.8
CC(=O)n1c(CC#N)nc2ccccc21 | -1.0
CCOC(=O)C(C)Oc1ccc2c(=O)c(-c3cc4ccccc4o3)coc2c1C (stereo not drawn) | -7.0
Cc1noc(-c2ccc(N3CCC[C@H](C(=O)NCCCn4cccn4)C3)nc2)n1 | -13.0
O=C(COc1ccc2c(c1)OCO2)Nc1cc(N2CCN(c3ccccc3)CC2)ncn1 | 0.0
CS(=O)(=O)c1ccc2nc(NC(=O)COc3ccnc4c3CCCC4)sc2c1 | 9.0
O=C1CSCC(=O)N1 | -9.0
Cc1nn(C)c(C)c1C=NN=C1CCC2C3CCc4cc(O)ccc4C3CCC12C (stereo not drawn) | -23.2
COc1ccc(/C=C\C(=O)NCC(=O)NN=Cc2ccc(O)cc2O)cc1 | 2.1
O=C(Nc1nnc(-c2ccc(Cl)s2)o1)C1CC(=O)N(c2ccccc2)C1 (stereo not drawn) | 3.0
O=C(COc1ccccc1)Nc1cnc(N2CCCC2)nc1 | -17.0
CSc1nc(N2CCCCC2)c2cnn(CCNC(=O)COc3ccccc3F)c2n1 | 1.0
COc1ccc(C(=O)C2C(=O)N(c3ccccc3)N=C2C)c(OC)c1 (stereo not drawn) | 1.0
COc1ccccc1NC(=O)CN1C(=O)C(c2ccc(F)cc2)=NC12CCCCCC2 | -16.0
Cc1nc2ccccn2c1C(=O)NN=Cc1ccc(F)cc1 | -21.3
CC(CC1(O)C(=O)Nc2ccccc21)=NO (stereo not drawn) | -5.4
c1ccc(-c2cc(NCCCn3ccnc3)n3ncc(-c4ccccc4)c3n2)cc1 | -13.0

Four entries from above, field by field:
canonical_smiles: COc1ccc(C(=O)C2C(=O)N(c3ccccc3)N=C2C)c(OC)c1 (stereo not drawn)
- SSB-PriA inh: 1.0
canonical_smiles: CC(CC1(O)C(=O)Nc2ccccc21)=NO (stereo not drawn)
- SSB-PriA inh: -5.4
canonical_smiles: Cc1nc2ccccn2c1C(=O)NN=Cc1ccc(F)cc1
- SSB-PriA inh: -21.3
canonical_smiles: COc1ccccc1NC(=O)CN1C(=O)C(c2ccc(F)cc2)=NC12CCCCCC2
- SSB-PriA inh: -16.0

Next records
SMILES | SSB-PriA inh
CS(=O)(=O)[C@H]1CCN(S(=O)(=O)c2cccs2)C1 | -16.0
O=C(Nc1ccccc1Cl)c1ccc(Br)cc1F | -23.0
COc1ccc(Cl)cc1S(=O)(=O)NCC1(c2cccs2)CCCC1 | -9.0
CCOc1ccccc1NC(=O)Cn1nc(C2CC2)c2cnn(-c3ccc(F)cc3)c2c1=O | -11.0&-9.0
O=C(NCC(c1cccs1)N1CCc2ccccc2C1)Nc1ccccc1 (stereo not drawn) | -6.0
O=C(COc1ccc(Cl)cc1Cl)NCC1(O)CCOc2ccccc21 (stereo not drawn) | -17.0
Cc1cccc(Nc2ccc(N3CCN(C(=O)C(C)(C)C)CC3)nn2)n1 | -10.0
O=S(=O)(Nc1ccc(Cl)cc1)c1ccccc1F | -9.0
CCCN(CCC)C(=O)Cn1c(=O)n(Cc2ccccc2)c(=O)c2c3c(sc21)CCC3 | -2.0
CN1C(=O)c2ccc(NC(=O)c3cc(Cl)sc3Cl)cc2C1=O | 1.0
COc1ccc(NC(=O)c2ccnn2C)cc1 | 2.0
O=C(CSCc1ccccc1)N1CC(S(=O)(=O)c2ccc(Cl)cc2)C1 | 1.0
C[C@@H]1C(=O)N2CCCc3cc(NC(=O)c4c(F)cccc4F)cc1c32 | -11.0
Cc1nc(-c2cccnc2)sc1-c1ccc(SCC(=O)Nc2ccc(C(C)C)cc2)nn1 | 12.0
O=C(C1CC1)N1CCC(c2nnc(-c3ccco3)o2)CC1 | -9.0
O=C(CCC(=O)NN=Cc1cc(Cl)cc(Cl)c1O)NCc1ccccc1 | -13.6
COC(=O)c1ccc2c(=O)n(CC(=O)NCCCN3CCC(C)CC3)c(=S)[nH]c2c1 | 3.0
COc1cccc2sc(NC(=O)c3cccc(C)c3)nc12 | -12.0
Cc1cc(C(=O)N2CC(Oc3nccs3)C2)c(C)o1 | 7.0
CS(=O)(=O)c1cccc2sc(N3CCN(C(=O)c4ccc(Br)s4)CC3)nc12 | -5.0
Cc1nc(-c2cccs2)c(CCC(=O)NC2CCCCCC2)s1 | -10.0
Cc1ccc2cccc(C(=O)N3CCCC4(C3)OC(=O)c3ccccc34)c2n1 (stereo not drawn) | -7.0
Cn1cc(C(=O)N(CCc2cccs2)C2CCOCC2)nn1 | -1.0
COc1ccc(C(=O)ON=C(N)c2ccccc2)c(OC)c1 | -17.8
CSc1ccccc1NC(=O)Cc1cc(=O)oc2cc(C)ccc12 | -4.0
O=C(c1cccs1)N1CCN(Cc2nc(C3CC3)cs2)CC1 | -21.0
CCC(Nc1ccc(OC)cc1)C(=O)NN=Cc1ccc([N+](=O)[O-])cc1 (stereo not drawn) | 3.9
COc1ccc(-c2cc(CNC(=O)CCc3c(C)noc3C)no2)cc1 | 7.0
O=C(c1ccc(=O)[nH]n1)N1CC(Oc2nc3c(C(F)(F)F)cccc3s2)C1 | -4.0
Cc1csc(C(=O)NCCn2ccn3nccc23)c1 | -19.0
COc1ccc(NC(=O)CSc2ccc(NC(=O)C3CC3)nn2)c(OC)c1 | -1.0
CN(CC(=O)NC1CCC(Oc2ncc(F)cn2)CC1)S(C)(=O)=O (stereo not drawn) | 0.0
COc1ccc(C=NNc2nnc(Cc3ccc(OC)c(OC)c3)c(=O)[nH]2)cc1 | -2.0
O=C(Nc1ccccc1Cl)c1csc2c1CCCC2 | -65.0
Cc1cn(-c2ccccc2)c(C)c1C=NNc1nc(N2CCOCC2)nc(N2CCOCC2)n1 | 10.1
COc1ccccc1CCNC(=O)CCc1csc(NC(=O)NC2CCCCC2)n1 | -14.0
COc1ccc(NC(=O)c2ccccc2C(F)(F)F)cc1N1CCCCC1=O | 5.0
COc1cccc(CNC(=O)c2csc(Nc3ccccc3)n2)c1 | 11.0
Nc1ccc2c(c1)N(S(=O)(=O)c1cccs1)CCC2 | 41.0
NS(=O)(=O)c1ccc(NC(=O)c2cccn(Cc3ccc(C(F)(F)F)cc3)c2=O)cc1 | 3.0
Cc1nn(C(C)C)c(C)c1S(=O)(=O)NCC[C@H](O)C1CCOCC1 | -8.0
CC(C)C(=O)N1CC(=O)Nc2ccccc21 | -19.0
COc1ccc(S(=O)(=O)Nc2ccc3c(c2)CCC(=O)N3C)c(C)c1 | 0.0
COc1ccc(C2C(C#N)=C(N)Oc3cc(C)n(Cc4cccs4)c(=O)c32)c(OC)c1OC (stereo not drawn) | 1.0
COc1ccc2sc(N3CC(C(=O)NCc4ccccn4)C3)nc2c1 | -10.0
Cn1c(=O)oc2ccc(S(=O)(=O)NCc3cncc(-c4ccsc4)c3)cc21 | 9.0
O=C(CSc1nc2cc(-c3ccccc3)[nH]c2c(=O)n1Cc1ccccc1)Nc1ccc2c(c1)OCO2 | -4.0
COc1ccccc1OCC#CCNC(=O)c1ccc(Br)o1 | -1.0
O=C(CSc1nnc(CNC(=O)c2ccco2)n1-c1ccc(Br)cc1)Nc1nccs1 | -24.0
COc1ccc(O[C@H]2CCN(S(=O)(=O)C3CCCCC3)C2)nn1 | -17.0

By substructure, the compounds so far containing a cyano group (two)
SMILES | SSB-PriA inh
CC(=O)n1c(CC#N)nc2ccccc21 | -1.0
COc1ccc(C2C(C#N)=C(N)Oc3cc(C)n(Cc4cccs4)c(=O)c32)c(OC)c1OC (stereo not drawn) | 1.0

The results go on:
SMILES | SSB-PriA inh
Oc1cccc(C=Nc2c(-c3ccco3)nc3ccccn23)c1 | 9.1
Cn1c(NC(=O)c2cc(Cl)ccc2[N+](=O)[O-])cc(=O)n(C)c1=O | -7.0
N#Cc1ccccc1NC(=O)C(=O)NCC1CCN(Cc2cccs2)CC1 | -7.0
O=C(NCCn1nc(-n2cncn2)ccc1=O)c1ccc2n[nH]nc2c1 | -3.0
CCOC(=O)CNC(=O)CSC1=NS(=O)(=O)c2cc(Cl)ccc2N1 | -4.0
CC(Cc1ccccc1)=NNC(=O)CNC(=O)c1cccc(Cl)c1 | -9.3
O=C(NN=Cc1c(O)n(Cc2ccccc2)c(=O)[nH]c1=O)c1ccccc1 | 7.8
O=C1C(=O)N(CCN2CCOCC2)C(c2ccc(Cl)c(Cl)c2)C1=C(O)c1ccc2c(c1)OCO2 (stereo not drawn) | -6.2
Cc1ccccc1CN1CC(=O)N(Cc2cccc(F)c2)c2ccccc2S1(=O)=O | -9.0
CCNC(=O)C1CCCc2sc(NC(=O)c3ccccc3)nc21 (stereo not drawn) | -12.0
COc1cc(OC)cc(-c2noc(CCn3c(=O)[nH]c4ccccc4c3=O)n2)c1 | -13.0
Cc1csc(NN=Cc2cccnc2)n1 | -1.5
Cc1cc(OC2CCN(C(=O)CCc3ccccc3Br)CC2)cc(=O)o1 | -9.0
COc1ccc2nc(-c3ccc(NC(=O)Nc4cccs4)cc3)cn2n1 | 1.0
Cc1nc(C)c(CNC(=O)C2CCN(c3ccc(-c4ccc(Cl)cc4)nn3)CC2)s1 | -10.0
COc1ccc(C=NNc2ccccn2)c(OC)c1 | -2.2
Cc1cc(C(=O)Nc2nnc(-c3cccs3)o2)on1 | -1.0
O=C(NCc1nnc(SCC(=O)N2CCc3ccccc32)n1-c1cccc(C(F)(F)F)c1)c1ccco1 | -15.0
Cc1nc(NCCNC(=O)Cc2c[nH]c3ccccc23)cc(N2CCOCC2)n1 | 1.0
O=C1NC(=Nc2ccccn2)SC1Cc1ccc(Cl)cc1 (stereo not drawn) | -5.4
N#Cc1nccnc1OC1CCCN(S(=O)(=O)c2cccc3cccnc23)C1 (stereo not drawn) | -9.0
C(=NNc1nc(N2CCCCCC2)nc(N2CCCCCC2)n1)c1ccccc1 | -10.9
CCC(CC)=NN=Cc1c(O)n(CC)c2cc(C3=NNC(=O)CC3)ccc12 | -10.5
Cc1cc(C(=O)NN=Cc2ccc(N(C)C)o2)cs1 | -15.9
CCOC(=O)c1ccc(NC(=O)/C=C/C(Br)=C/c2ccccc2)cc1 | -3.0
COc1cccc(C=NNC(=O)CN2CC(c3ccccc3)CC2=O)c1O (stereo not drawn) | -4.2
Cc1cc(C(=O)Nc2nnc(-c3ccc(F)cc3)o2)no1 | 9.0
COC(=O)CN(C)C(=O)NCC12CC3CC(CC(C3)C1)C2 | -12.0
Cc1nc(N2CCN(C(=O)Cc3ccc(F)cc3)CC2)cc(-n2cccc2)n1 | 10.0
CN(c1ccc(F)c(F)c1)S(=O)(=O)c1ccsc1-c1nc(-c2ccc(Cl)cc2)no1 | -6.0
Cn1cccc1CC(=O)NN=Cc1c2ccccc2cc2ccccc12 | 19.1
COc1ccccc1-c1cnn2c(Nc3ccc(C)c(Cl)c3)cc(C)nc12 | -42.0
COc1ccc(F)cc1S(=O)(=O)N1CCN(c2ccc3nnc(C)n3n2)CC1 | 8.0
Cc1cccc(NC(=O)CCCCC(=O)O)n1 | -9.0
CCOC(=O)c1ccc(N2Cc3ccc(OC)c(OC)c3C2=O)cc1 | -19.0
O=C(Cc1cccs1)NN=Cc1ccc(OCc2ccccc2)cc1 | 5.4
O=C(Cn1cc(S(=O)(=O)Cc2ccc(F)cc2)c2ccccc21)NCc1ccccc1Cl | -2.0
Cc1cccc(Cn2cnc3c(cnn3CCNC(=O)COc3ccccc3F)c2=O)c1 | -6.0
CCCCOc1ccc(C(=O)Nc2ccncc2NC(=O)c2ccc(OCCCC)cc2)cc1 | -4.0&0.0
CC(=O)Nc1ccc(Nc2nc3ccccc3nc2NS(=O)(=O)c2cccc(C)c2)cc1 | -16.0
COC(=O)c1ccc2c(=O)n(CC(=O)NCc3ccccc3)c(=S)[nH]c2c1 | 6.0
NC(=O)c1cc2ccccc2oc1=NNC(=O)c1ccccc1 | -9.3
CCOC(=O)c1cn[nH]c1S(=O)(=O)Nc1ccc2c(c1)OCCO2 | 4.0
O=[N+]([O-])c1ccc(-c2nn(-c3ccccc3)cc2C=Nn2c(-c3ccncc3)n[nH]c2=S)cc1 | -6.5
Cc1ccc(C)c(N2C(=O)/C(=C/c3ccc4c(c3)OCO4)N=C2c2ccc(Br)cc2)c1 | -32.0
CSc1ccc2nc(NC(=O)CCOc3ccccc3)sc2c1 | -6.0
CCCCOc1ccccc1-c1cc(C(=O)N2CCSCC2)[nH]n1 | 3.0
O=C1NC(=Nc2ccc(Cl)cc2)SC1Cc1cccc([N+](=O)[O-])c1 (stereo not drawn) | 21.0
O=c1c(S(=O)(=O)N2CCCC2)cccn1Cc1ccc(F)cc1Cl | -12.0
COc1ccc(N2CCN(C(=O)c3cc(C(F)(F)F)cc(C(F)(F)F)c3)CC2)nn1 | -15.0
Cc1ccc2oc(C(=O)Nc3ccc(F)cc3F)cc2n1 | -13.0&7.0
CCOc1ccc(NC=CC(=O)c2ccc(OC)cc2)c([N+](=O)[O-])c1 | -7.4
CC(=O)O[C@@H]1C=C[C@](C)(O)C[C@@H](C)CC=C[C@H]2[C@@H]3O[C@]3(C)[C@@H](C)[C@H]3[C@H](Cc4ccccc4)NC(=O)[C@@]312 | -4.1

Shown as labelled records: part of the list above
Molecule: CCNC(=O)C1CCCc2sc(NC(=O)c3ccccc3)nc21 (stereo not drawn)
  SSB-PriA inh: -12.0

Molecule: COc1cc(OC)cc(-c2noc(CCn3c(=O)[nH]c4ccccc4c3=O)n2)c1
  SSB-PriA inh: -13.0
